NSD2 inh – blocks human histone methyltransferase NSD2; O96028; NSD2 peptide methylation, AlphaScreen, 120 min; inhibition, % at 12.5 µM; actives 0.54% (n = 310,000); AID 743445; in the data active = inhibition above about 50%
LANA DNA inh – blocks KSHV LANA C-terminal domain binding to DNA. actives 0.078% (n = 340,000). inhibition, % at 9 µM. MBP-C-LANA/FAM-LBS DNA binding, fluorescence polarization;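 active = highest replicate inhibition at or above 60% at 9 µM, even if other replicates fall short; inactive = all replicates below 60% inhibition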;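 note: 0% = neutral control wells and 100% = 4 µM acridine orange control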
PKA-R2B activ – PKA-R2B complex activation. P22694+P31323. PKA-R2B holoenzyme dissociation, Cy5-IP20 fluorescence polarization; R2B truncated from residue 108, S112A mutant; 0% DMSO only, 100% 113 µM cGMP. activation, % at 11.4 µM. actives 0.079% (n = 340,000);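 active = activation above a cutoff set at the mean over all compounds plus 3 SD, cut at about 18% in these data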;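 note: higher means more holoenzyme dissociation and a rise in polarization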
Target sequence (P31323 whole entry, looked up, other chains not shown, the tested form may be a part): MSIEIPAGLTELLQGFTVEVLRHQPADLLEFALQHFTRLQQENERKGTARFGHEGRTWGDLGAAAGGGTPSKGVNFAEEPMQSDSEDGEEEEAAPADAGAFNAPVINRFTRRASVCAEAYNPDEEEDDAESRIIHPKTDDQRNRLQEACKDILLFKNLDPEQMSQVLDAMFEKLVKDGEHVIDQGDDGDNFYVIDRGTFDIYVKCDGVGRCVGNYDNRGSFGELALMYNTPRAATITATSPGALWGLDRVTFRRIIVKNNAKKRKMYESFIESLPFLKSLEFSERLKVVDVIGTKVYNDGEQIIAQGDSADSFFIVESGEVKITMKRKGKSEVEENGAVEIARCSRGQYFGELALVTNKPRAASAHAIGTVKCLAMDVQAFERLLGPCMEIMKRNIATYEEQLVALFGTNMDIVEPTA
RTF Ca sens inh – cardiac RTF calcium desensitization. inhibition, % at 7.15 µM. actives 0.12% (n = 340,000). AID 493244. IANBD-labeled cardiac RTF, Ca2+ fluorescence. P19429+P45379;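 active = inhibition above the mean inhibition of all tested compounds plus 3 SD, cut at about 17% in these data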;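 note: assay run at fixed EC70 calcium of 1.6 mM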
Keap1 Nrf2 FP – inhibitors of human Keap1-Nrf2 protein-protein interaction; inhibition, % at 9.4 µM; Q14145; actives 0.15% (n = 340,000); AID 504523; Keap1 Kelch-Nrf2 peptide fluorescence polarization, 1536-well; in the data active = inhibition above about 12%;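 note: human Keap1 Kelch domain with fluorescein labeled Nrf2 9mer peptide probe; 0% = neutral control wells and 100% = peptide positive control; higher means more block of Keap1 binding to Nrf2 peptide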
DAGLB inhibitor – blocks human DAGLB lipase activity | inhibition, % at 5.17 µM | Q8NCG7 | HEK293T DAGLB membrane lysate, EnzChek fluorogenic substrate | actives 0.059% (n = 340,000); in the data active = inhibition above about 34%;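 note: 0% = enzyme with vehicle and 100% = wells lacking enzyme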
PvdQ inh – blocks Pseudomonas aeruginosa PvdQ acylase activity | purified PvdQ acylase, fluorescence plate reader | inhibition, % at 10 µM | actives 0.063% (n = 340,000); in the data active = inhibition above about 30%, passing the limit was not always enough;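 note: 0% = vehicle neutral wells and 100% = reference inhibitor wells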
SR-BI uptake up – enhances SR-BI lipid uptake from DiI-HDL; activation, % at 12.5 µM; CHO ldlA[mSR-BI] cells, DiI-HDL uptake fluorescence, 3 h; 100 = double the neutral-control signal; AID 504775; actives 0.096% (n = 320,000);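 active = mean replicate activation of at least 60% and every replicate at or above 60%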;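 note: 0% = median plate neutral-control signal and 100% = twice that signal; values of inactives mirror those of a sister screen read the other way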
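Assay system: LDL receptor-deficient CHO ldlA cells overexpressing murine SR-BI / Medium: BSA-supplemented, HEPES-buffered Ham's F12, pH 7.4 / Probe or stimulus: DiI-labelled HDL at 10 µg/mL final / Timing: compound with DiI-HDL co-incubation, 3 h at 37 °C / Technique: bottom-read cell fluorescence after medium removal, ex 550/em 595 nm / Measure: HDL uptake via cellular fluorescence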
SR-BI DiI inh – blocks mouse SR-BI lipid uptake from DiI-HDL; Q61009; ldlA[mSR-BI] CHO cells, DiI-HDL uptake fluorescence, 3 h; inhibition, % at 12.5 µM; actives 0.96% (n = 320,000);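 active = mean replicate inhibition of at least 70% and a set share of replicates each scoring 70 or more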;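 note: 0% = median of neutral control wells and 100% = median of positive control wells; values of inactives mirror those of a sister screen read the other way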
Arr AP2 block – inhibitors of human beta-arrestin and AP2 interaction; inhibition, % at 10 µM; AID 504490; FITC-arrestin peptide / GST-AP2 beads, flow cytometry; AP2 beta2 appendage carries R879A mutation; actives 0.31% (n = 340,000);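 active = inhibition above a set limit, near 3 SD of compounds lacking own fluorescence, cut at about 54% in these data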;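 note: plate controls were DMSO wells for no effect and 5 µM unlabelled arrestin peptide for full effect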
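System: GST-AP2 R879A glutathione beads; medium: PBS, Tween 20 0.05%, BSA 0.1%; reagent: fluorescein-tagged arrestin peptide at 50 nM final; schedule: pre-incubation 12 min, peptide binding 1 h, room temperature; detection: flow cytometry, FL1 (488/535 nm); read-out: inhibition as reduced fluorescein signal on beads, percent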
* marks the source's active call; other numbers are inactive results; x = not tested or not shown. Hits appear at their usual frequency; about 2.1% have a hit in one of these screens.

Assay codes – A = NSD2 inh; B = LANA DNA inh; C = PKA-R2B activ; D = RTF Ca sens inh; E = Keap1 Nrf2 FP; F = DAGLB inhibitor; G = PvdQ inh; H = SR-BI uptake up; I = SR-BI DiI inh; J = Arr AP2 block
mol: COc1ccccc1NC(=O)C1=C(C)NC(SCC(=O)c2ccccc2)=C(C#N)C1c1ccco1 (configuration not stated)
  A: x | B: 0.8 | C: 0 | D: -7 | E: -7 | F: -11 | G: 7 | H: -45 | I: 45 | J: 6
mol: CCCOc1ccc(C2NC(=S)NC(c3ccccc3)=C2C(=O)Nc2ccc(C)cc2)cc1OC (configuration not stated)
  A: 1 | B: -1.0 | C: 2 | D: -8 | E: -3 | F: -4 | G: -11 | H: -35 | I: 35 | J: -12
mol: COc1ccc(C2c3ccc(O)cc3Oc3ncn4nc(-c5ccccn5)nc4c32)cc1 (configuration not stated)
  A: -3 | B: 0.5 | C: 7 | D: -15 | E: -5 | F: -1 | G: 10 | H: x | I: x | J: 12
mol: CN(CC(=O)Nc1cccc(F)c1)C(=O)C1(c2ccccc2)CC1
  A: -2 | B: -0.2 | C: 0 | D: -4 | E: -6 | F: 0 | G: -4 | H: 13 | I: -13 | J: -10
mol: COc1cc(CC(=O)OCC(=O)NCCc2ccc(S(N)(=O)=O)cc2)cc(OC)c1OC
  A: 10 | B: 1.7 | C: -6 | D: 4 | E: -5 | F: -1 | G: -12 | H: -8 | I: 8 | J: -10
mol: CC(C)(C)OC(=O)N[C@H](Cc1ccccc1)C(=O)N1CCC(C(=O)O)CC1
  A: -2 | B: 2.2 | C: -1 | D: 2 | E: -1 | F: 2 | G: -3 | H: 22 | I: -22 | J: -1
mol: COC(=O)c1ccc(NC(C)C(=O)OC)c([N+](=O)[O-])c1 (configuration not stated)
  A: 3 | B: -0.4 | C: 4 | D: -13 | E: 4 | F: -5 | G: 3 | H: 3 | I: -3 | J: -2
mol: N#CC1=C(N)n2c(s/c(=C\c3cccs3)c2=O)=C(C#N)C1c1cccs1 (configuration not stated)
  A: x | B: 1.1 | C: 5 | D: -19 | E: -3 | F: 1 | G: -10 | H: -9 | I: 9 | J: -10
mol: CCCOc1ccc(CN(CCO)CCO)cc1C(=O)OC
  A: -4 | B: -0.1 | C: 1 | D: -8 | E: -1 | F: -2 | G: 6 | H: 11 | I: -11 | J: 8
mol: Cc1cccc(Nc2c3c(nc4ncnn24)CCC3)c1
  A: -3 | B: -0.5 | C: 3 | D: 2 | E: -1 | F: 4 | G: -4 | H: 8 | I: -8 | J: 4

Overlap with the part before: five entries, then new ones.
Assay codes – A = NSD2 inh; B = LANA DNA inh; C = PKA-R2B activ; D = RTF Ca sens inh; E = Keap1 Nrf2 FP; F = DAGLB inhibitor; G = PvdQ inh; H = SR-BI uptake up; I = SR-BI DiI inh; J = Arr AP2 block
mol: CC(C)(C)OC(=O)N[C@H](Cc1ccccc1)C(=O)N1CCC(C(=O)O)CC1
  A: -2 | B: 2.2 | C: -1 | D: 2 | E: -1 | F: 2 | G: -3 | H: 22 | I: -22 | J: -1
mol: COC(=O)c1ccc(NC(C)C(=O)OC)c([N+](=O)[O-])c1 (configuration not stated)
  A: 3 | B: -0.4 | C: 4 | D: -13 | E: 4 | F: -5 | G: 3 | H: 3 | I: -3 | J: -2
mol: N#CC1=C(N)n2c(s/c(=C\c3cccs3)c2=O)=C(C#N)C1c1cccs1 (configuration not stated)
  A: x | B: 1.1 | C: 5 | D: -19 | E: -3 | F: 1 | G: -10 | H: -9 | I: 9 | J: -10
mol: CCCOc1ccc(CN(CCO)CCO)cc1C(=O)OC
  A: -4 | B: -0.1 | C: 1 | D: -8 | E: -1 | F: -2 | G: 6 | H: 11 | I: -11 | J: 8
mol: Cc1cccc(Nc2c3c(nc4ncnn24)CCC3)c1
  A: -3 | B: -0.5 | C: 3 | D: 2 | E: -1 | F: 4 | G: -4 | H: 8 | I: -8 | J: 4
mol: CCOC(=O)c1sc(NC(=O)CSc2nccn2C)nc1C
  A: 2 | B: 0.2 | C: -9 | D: 3 | E: 0 | F: -3 | G: -4 | H: -1 | I: 1 | J: 1
mol: COc1cc(C=O)ccc1OCCOCCOc1cc(C)ccc1Cl
  A: -4 | B: 1.7 | C: -6 | D: -2 | E: 2 | F: -6 | G: -5 | H: -35 | I: 35 | J: 0
mol: CCc1ccc2nc3nc(C)cc(C)c3c(N)c2c1
  A: 5 | B: -9.2 | C: -10 | D: -9 | E: -5 | F: 2 | G: -18 | H: 21 | I: -21 | J: 12
mol: C=CCNC(=S)NNC(=O)c1ccc(OCC)cc1
  A: -2 | B: 1.0 | C: -5 | D: 6 | E: 1 | F: 0 | G: -9 | H: 1 | I: -1 | J: -13
mol: O=C(Nc1ccccc1Cl)c1ccc(S(=O)(=O)NCC2CCCO2)cc1 (configuration not stated)
  A: 3 | B: -0.5 | C: 9 | D: 5 | E: -4 | F: -1 | G: -11 | H: -2 | I: 2 | J: 21
mol: O=C(Cc1ccsc1)OCC(=O)c1ccccc1
  A: -1 | B: 3.0 | C: -9 | D: -1 | E: 1 | F: -1 | G: -12 | H: 2 | I: -2 | J: 4
mol: O=S(=O)(Nc1cc(Cl)ccc1-n1cncn1)c1cc(Br)ccc1Br
  A: 1 | B: 0.8 | C: 11 | D: -5 | E: -8 | F: 10 | G: -15 | H: -6 | I: 6 | J: -4
mol: COc1ccc(C2C(C(=O)N3CCN(C)CC3)c3ccccc3C(=O)N2C2CCCCC2)cc1 (configuration not stated)
  A: x | B: -1.7 | C: 4 | D: 2 | E: -6 | F: 2 | G: 0 | H: 27 | I: -27 | J: 3
mol: CC1(C)C2CCC1(C)C(OC(=O)C[n+]1ccccc1)C2 (configuration not stated)
  A: 3 | B: -2.1 | C: 5 | D: 0 | E: -3 | F: 1 | G: -10 | H: 29 | I: -29 | J: -4
mol: COC(=O)C(NC(=O)c1ccccc1C(=O)O)c1ccc2ccccc2c1 (configuration not stated)
  A: -2 | B: 0.6 | C: -11 | D: -9 | E: -4 | F: -5 | G: -13 | H: -1 | I: 1 | J: 12
mol: COc1cc(NC(=O)COC(=O)CNC(=O)c2ccc(C)s2)cc(OC)c1
  A: 21 | B: -0.8 | C: x | D: x | E: 4 | F: x | G: 1 | H: 13 | I: -13 | J: 39
mol: COCCOc1ccc(C(F)(F)F)cc1Nc1nc2ccccc2o1
  A: x | B: -1.2 | C: -11 | D: 1 | E: -5 | F: -2 | G: -12 | H: -37 | I: 37 | J: -9
mol: CCc1ccccc1S(=O)(=O)Cc1ccc(C(=O)NCc2cccs2)o1
  A: 0 | B: 0.2 | C: -2 | D: -6 | E: -6 | F: 2 | G: -13 | H: -3 | I: 3 | J: -4

Screening results (PubChem BioAssay)
